High-throughput results as filed in PubChem.
SMARCA2 act – increases SMARCA2 function in MMTV reporter cells; 370,000 compounds, 1% hits; MG213 cells, MMTV-luciferase reporter, dexamethasone, overnight; activation, % at 9.1 µM; in the data active = activation above about 7.8%;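 note: 0% = vehicle wells and 100% = reference activator wells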
ssDAF12 agonist – activates DAF-12 receptor from parasite S. stercoralis; activation, % at 6.8 µM; HEK293 ssDAF-12/GRIP1 lit1-tk-luc reporter, luminescence; % of 3 µM dafachronic acid response; AID 652126; 370,000 compounds, 1% hits;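 active = activation above the mean over all tested compounds plus 3 SD, cut at about 0.9% in these data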;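 note: 0% = DMSO-only wells and 100% = 3 µM delta7-dafachronic acid wells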
NR1D1 modulator – modulators of human Rev-erb alpha DNA binding; P20393; Rev-erbα–FITC-DNA binding, fluorescence polarization, 90 min; activity, % at 10 µM; 370,000 compounds, 0.79% hits;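 active = activity above about 14%, limit read from the data; passing the limit was not always enough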;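 note: 0% = DMSO wells with 35 nM protein and 100% = DMSO wells with 750 nM protein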
Target sequence (P20393 whole entry, looked up): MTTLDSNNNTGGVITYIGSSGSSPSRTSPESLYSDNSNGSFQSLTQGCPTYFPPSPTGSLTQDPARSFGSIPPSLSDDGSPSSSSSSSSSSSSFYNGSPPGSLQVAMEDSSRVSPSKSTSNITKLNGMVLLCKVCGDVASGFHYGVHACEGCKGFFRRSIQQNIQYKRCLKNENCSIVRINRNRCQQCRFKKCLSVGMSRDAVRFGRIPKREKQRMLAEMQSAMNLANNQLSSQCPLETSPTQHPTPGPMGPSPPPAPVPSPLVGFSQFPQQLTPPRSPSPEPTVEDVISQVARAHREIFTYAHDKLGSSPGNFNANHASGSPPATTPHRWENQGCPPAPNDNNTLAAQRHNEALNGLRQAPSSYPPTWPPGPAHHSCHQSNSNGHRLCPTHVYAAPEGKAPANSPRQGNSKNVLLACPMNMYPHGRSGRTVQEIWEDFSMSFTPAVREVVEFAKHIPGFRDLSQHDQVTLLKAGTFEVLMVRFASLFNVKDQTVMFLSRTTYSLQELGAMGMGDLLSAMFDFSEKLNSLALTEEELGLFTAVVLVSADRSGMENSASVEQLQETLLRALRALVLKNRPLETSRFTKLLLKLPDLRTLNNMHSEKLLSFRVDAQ
hcDAF12 agonist – activates DAF-12 receptor from parasite H. contortus. AID 652067. activation, % at 6.8 µM. HEK293 hcDAF-12 lit1-tk-luc reporter, luminescence; 0% DMSO, 100% Δ7-dafachronic acid. 370,000 compounds, 1.4% hits;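 active = activation above the mean of all tested compounds plus 3 SD, cut at about 5.5% in these data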;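 note: 100% = response to 3 µM Δ7-dafachronic acid high control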
DAX1 inh-1 – NR0B1 (DAX1) inhibition | HEK293 Gal4-DAX1 luciferase reporter, luminescence | 340,000 compounds, 0.99% hits | inhibition, % at 6.75 µM | AID 504766;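 active = inhibition above the mean over all tested compounds plus 3 SD, cut at about 4.2% in these data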;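 note: 0% = DAX1-transfected cells with DMSO and 100% = empty-vector control cells with DMSO; inhibition shows as a rise in luminescence from relieved DAX1 repression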
Target sequence (P51843 207-470 limits assumed): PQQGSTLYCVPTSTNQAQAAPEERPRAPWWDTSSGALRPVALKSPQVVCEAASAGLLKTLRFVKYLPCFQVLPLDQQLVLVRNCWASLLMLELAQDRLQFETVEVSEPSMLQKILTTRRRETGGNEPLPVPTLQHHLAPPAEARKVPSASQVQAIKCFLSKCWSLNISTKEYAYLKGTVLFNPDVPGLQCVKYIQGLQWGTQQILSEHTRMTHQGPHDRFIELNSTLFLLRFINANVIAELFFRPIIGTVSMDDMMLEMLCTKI
DAX1 inh-2 – blocks DAX1 repression of SF-1 activated StAR promoter | inhibition, % at 6.8 µM | HEK293T StAR-luciferase reporter, SF-1/DAX-1 repression relief | AID 652010 | 370,000 compounds, 1.1% hits;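 active = inhibition above the mean over all tested compounds plus 3 SD, cut at about 3.6% in these data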;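 note: 0% = DAX-1 cells with DMSO and 100% = cells lacking DAX-1 with DMSO; higher inhibition means more luminescence from relief of DAX-1 repression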
sPLA2-III inh – Inhibits HGIII-sPLA2 liposome hydrolysis, primary screen; Q9NZ20; 370,000 compounds, 0.56% hits; QFRET BODIPY PC-A2 liposome hydrolysis, fluorescence; inhibition, % at 12.2 µM;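 active = inhibition above mean plus 3 SD of compounds lying within the high and low control bounds, cut at about 19% in these data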;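 note: 0% = median of test compound wells and 100% = no enzyme DMSO wells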
hgDAF12 agonist – hgDAF-12 agonism, primary luciferase screen; HEK293 GAL4-hgDAF12 UAS-luciferase reporter, agonist luminescence; normalized to butyrate control; activation, % at 6.8 µM; 370,000 compounds, 1.8% hits;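 active = activation above a cutoff set at the mean of all screened compounds plus 3 SD, cut at about 10% in these data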;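 note: 0% = DMSO wells and 100% = sodium butyrate wells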
PLC-beta3 inh – blocks human PLC-beta3 enzyme activity; Q01970; Purified PLC-beta3, fluorogenic substrate, fluorescence; inhibition, % at 12.2 µM; 370,000 compounds, 0.18% hits; AID 720704; in the data active = inhibition above about 11%;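 note: 0% = median of compound wells on plate and 100% = full blocker control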
PG9 binder – PG9 antibody binding by small molecule; AID 624416; TR-FRET gp120-PG9 antibody binding; inhibition, % at 6.7 µM; 360,000 compounds, 0.43% hits; in the data active = inhibition above about 8.5%
FXN GAA850 act – increases GAA850 frataxin promoter reporter activity. HEK293 lucGAA850 FXN promoter luciferase reporter, 24 h; percent of 10 µM SAHA response. 360,000 compounds, 0.56% hits. activation, % at 6 µM;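 active = activation above the average of all compounds screened plus 3 SD, cutoff fixed separately per campaign, cut at about 7.5% in these data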;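 note: 0% = DMSO wells and 100% = 10 µM SAHA wells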
* = called active by the depositor; . = no result given.

SMILES	SMARCA2 act	ssDAF12 agonist	NR1D1 modulator	hcDAF12 agonist	DAX1 inh-1	DAX1 inh-2	sPLA2-III inh	hgDAF12 agonist	PLC-beta3 inh	PG9 binder	FXN GAA850 act
C/C(=N\NC(=O)COc1cccc(C)c1)c1ccc2ccccc2c1O	-2	0.0	217*	-0.1	0.5	-0.2	22*	-0.8	-27	1.0	-2.0
COc1ccc(S(=O)(=O)N2CCOCC2)cc1NC(=O)CCCOc1ccc(Cl)cc1C	0	-1.2	-2	-0.2	-0.2	-1.7	-1	0.5	-9	2.2	-1.7
Cc1cc(Oc2ccc(-c3ccccc3)cc2)n2ncnc2n1	-2	-1.0	1	0.9	-0.9	-0.5	-4	1.2	2	-0.5	-0.4
COc1ccc(CCN(C)C/C=C/c2ccccc2)cc1OC	-1	-0.9	6	-0.4	1.2	-0.3	-14	-0.2	-2	0.9	0.9
Cc1cc(C)cc(NC(=O)C2C3C=CC(O3)C2C(=O)O)c1 (stereo not given)	0	-1.5	-4	-0.7	0.2	0.1	4	-1.7	-5	-2.8	0.7
CCc1ccccc1N(CC(=O)NCC1CCCO1)C(=O)CCC(=O)Nc1nccs1 (stereo not given)	1	-1.4	-1	0.5	0.5	0.1	-4	1.9	-4	-2.1	0.7
CCOC(=O)c1cc2c(s1)-c1c(C)cccc1OC2	4	0.6	-2	3.1	0.4	1.3	1	0.5	-378	1.4	2.7
O=C1c2cccc3cccc(c23)C(=O)N1OS(=O)(=O)c1ccccc1	3	-1.2	59*	-0.1	0.8	0.8	-2	-1.6	-30	28*	7.1
COC(=O)c1cc(NC(=O)/C=C/c2ccc3c(c2)OCO3)cc(C(=O)OC)c1	-1	-0.6	4	0.9	0.0	-0.8	3	-1.1	-12	3.1	2.5
COc1ccc(CN(CCC#N)CCC2(c3ccccc3)CC(C)N(C)CC2C)cc1OC (stereo not given)	8	-0.5	-3	-1.3	-0.3	0.7	2	-0.8	-3	-0.4	-0.2
CN1CCN(c2nc(-c3ccccc3)ncc2S(C)(=O)=O)CC1	1	-1.2	1	-0.5	-0.1	-0.1	0	-1.1	-4	-2.8	1.7
CCOc1ccccc1N(CC(=O)N1CCCC1)S(C)(=O)=O	2	-1.4	-2	-0.2	0.2	0.3	1	1.4	1	-0.8	0.6
C/C(=N\NC(=O)C(=O)Nc1c(C)n(C)n(-c2ccccc2)c1=O)c1ccc(Cl)s1	-3	-0.7	-1	-0.1	-0.2	0.6	2	-1.8	-7	-1.6	3.0
O=C1c2ccccc2C(=O)c2c1ccc(O)c2O	-2	-0.8	-6	-1.4	0.0	-0.5	21*	1.3	-11	-22	0.1
CCOc1cc2c(cc1OCC)C(c1ccc(O)c(OC)c1)NCC2 (stereo not given)	-1	-0.4	-7	-1.8	-0.1	-0.2	-7	-0.4	-1	0.3	-0.8
COc1ccc(Nc2nc(-c3sc(C)nc3C)cs2)c(OC)c1	-2	-1.8	5	-1.5	-4.0	-1.6	6	-0.3	-24	-3.9	-1.4
COc1ccc(N2CCC(CNC(=O)Nc3ccccc3)C2)cc1 (stereo not given)	-3	-1.5	-1	-1.2	0.5	-0.3	7	0.9	-3	-8.8	0.9
Cc1c(Cl)ccc2c(C(O)CBr)cc(-c3ccccc3)nc12 (stereo not given)	-4	-1.4	1	0.9	0.0	-1.0	-4	2.7	-3	1.3	2.7
COc1ccc(CCN2C(=O)C(Oc3ccccc3C)C2c2ccc3c(c2)OCO3)cc1OC (stereo not given)	0	-1.5	2	-2.2	0.7	0.6	-9	-2.3	0	1.8	0.7
Cc1cccc(C(=O)OCC(=O)NN2C(=O)NC3(CCC(C)CC3)C2=O)c1O (stereo not given)	0	-0.5	-1	-0.2	-0.6	-0.8	12	-2.7	-14	0.1	-0.3
COc1ccc2c(C)nc(Nc3nc(-c4ccccc4)cc(=O)[nH]3)nc2c1	-6	-0.5	-23	-1.3	-0.6	-1.2	12	-3.4	-1	1.5	-5.4
CCc1ccc(/C=C2/Sc3ccccc3N(CC(=O)NCC3CCCO3)C2=O)cc1 (stereo not given)	-1	-0.4	-1	-2.2	-0.5	-4.6	-14	-3.1	-49	-0.9	2.2
O=C(CNC(=O)c1ccco1)NCC(=O)OCc1ccccc1Br	0	-0.8	-3	-1.9	1.1	-0.4	0	0.7	-1	-1.8	-0.4
Cc1ccc(-n2[nH]c(C)c(C=NCc3ccncc3)c2=O)cc1	2	-0.3	3	1.1	2.8	0.9	-1	2.4	-4	-2.4	6.9
CC(C)CCNC(=O)C(=O)NCc1ccccc1	-1	-1.0	1	-0.9	2.5	-0.5	-3	1.3	-2	-0.5	1.5
CCOC(=O)C1CCN(C(=O)C2CCCCC2)CC1	-2	-1.0	2	-2.2	-1.2	-1.2	4	-2.2	-3	0.2	-2.0
Cc1nc(CCNC(=O)CC2C(=O)NCCN2Cc2ccccc2)nc2c1CCC2 (stereo not given)	-1	-1.2	-2	-0.1	0.1	-0.7	-9	-1.2	-30	-2.1	0.0
O=C(Nc1cccc(C(F)(F)F)c1)c1cccnn1	-1	-1.5	0	-1.2	-0.3	-0.5	-1	-0.8	-3	0.9	-0.6
Cn1c(-c2ccccc2)c(C(=O)CC#N)c2ccccc21	3	-1.3	2	0.0	-1.5	-0.7	-13	-1.5	-21	-1.4	0.7
Fc1ccc(N2C(=S)SC(=Nc3ccccc3)C2=Nc2ccccc2)cc1	1	-0.9	-2	3.7	2.1	0.9	0	7.1	-3	-1.7	2.1
CCN1C(=O)CC(C(=O)Nc2ccc(F)cc2)SC1=Nc1cccc(OC)c1 (stereo not given)	0	-1.8	3	-3.1	-0.9	-0.8	-35	-4.2	5	-2.4	-0.9
COC(=O)c1cc(S(=O)(=O)NCC2CCN(Cc3ccc(F)cc3)CC2)c[nH]1	-1	-1.0	-2	0.2	-0.3	0.3	-7	0.3	-4	0.3	1.3
CCOc1ccc(NS(=O)(=O)c2ccc3[nH]c(=O)cc(C(=O)O)c3c2)cc1	-4	-1.6	0	-0.7	2.3	0.9	-1	0.6	6	-3.3	-0.8
Nc1c(-c2ccccc2)c(CSc2nc3ccccc3[nH]2)nn1-c1ccc(Cl)cc1	-5	-1.4	-2	-2.8	-0.1	0.4	3	0.6	4	1.5	2.3
CC(=O)c1cccc(NC(=O)Nc2ccc3c(c2)N(C)C(=O)CS3)c1	-4	-2.0	-2	-3.1	-0.7	-1.8	-36	5.5	-1	-0.5	-10
Cc1ccc(SCc2cc(=O)n3[nH]cnc3n2)cc1	-3	-1.0	6	1.0	2.5	-0.4	4	-0.4	-4	0.9	-0.4
CN1CCN(c2cc(=O)n(C3CCCCC3)c(=O)[nH]2)CC1	-4	-0.7	3	0.0	-0.2	0.8	12	-0.1	0	-1.0	2.4
COc1ccc(N(C)C(=O)C2CCN(S(=O)(=O)c3cccc4nsnc34)CC2)cc1	-2	-1.1	-1	-1.5	0.0	-0.3	3	0.3	-6	-0.8	-1.6
NC(=O)CSc1nc2sc(-c3ccccc3)cc2c(=O)n1N	2	-0.5	0	0.0	-0.1	0.1	-1	2.5	3	1.4	-0.2
CCC(=O)Nc1ccc2c(c1)ncn2-c1ccccc1	5	-0.4	4	-0.6	1.5	1.5	0	6.8	0	-2.3	3.5
CCOc1ccc(-c2nnc(-c3ccncc3)o2)cc1OCC	0	-1.3	-6	-0.9	-1.2	-0.4	-1	0.4	-48	3.3	4.3
CC(C)N1CCC1(C)C(=O)Nc1ccc2scnc2c1 (stereo not given)	-1	-0.8	-1	2.3	.	1.1	-3	-1.0	3	-0.3	0.3
CCN(CC)c1ccc(NC(=O)CSc2nc3nc(C)cc(C)c3c(=O)[nH]2)cc1	-2	-1.0	2	-1.2	1.0	-3.4	-11	1.7	-12	-2.8	0.3
O=C(NCCN1CCCC1=O)C1CCC(=O)N(CCc2ccc(Cl)cc2)C1 (stereo not given)	-1	-1.2	-3	-2.3	0.5	0.6	5	-0.2	0	0.3	1.5
COc1cc(C(F)(F)F)c(C(=O)N(C)Cc2cc(Cl)cc(Cl)c2)cn1	3	-1.7	7	-1.2	0.9	-0.2	5	1.9	-5	0.1	0.4
COc1cccc(-c2csc(NNC(=O)c3cccs3)n2)c1	0	-1.3	0	0.6	.	0.6	23*	0.6	-6	-2.9	0.4
c1ccc2cc(CCCc3cc4ccccc4cn3)ncc2c1	2	0.0	5	1.0	1.7	1.1	-15	-0.3	-25	-2.2	1.5
CCCCn1[nH]c(-c2ccccc2)cc1=O	-5	-1.3	-3	-2.2	1.2	-0.1	17	-1.2	-6	-1.4	0.5
COc1cccc(OCc2cc(C(=O)N(C)C3CCOCC3)no2)c1	-1	-0.8	0	4.0	0.3	0.0	4	0.7	-11	0.5	2.5
CCCCCCNC(=O)c1c(O)c2cccc3c2n(c1=O)CCC3	2	-0.8	-2	0.1	0.1	0.5	-5	-0.7	0	1.6	1.0
Next entries follow:
SMILES	SMARCA2 act	ssDAF12 agonist	NR1D1 modulator	hcDAF12 agonist	DAX1 inh-1	DAX1 inh-2	sPLA2-III inh	hgDAF12 agonist	PLC-beta3 inh	PG9 binder	FXN GAA850 act
CC(C)C[C@H]1CN=C(Nc2ccccc2)N1CCCC1CCCCC1	0	-1.5	5	-0.3	0.7	-0.1	-5	-0.3	3	-1.3	-0.8
O=C(C1COc2ccccc2O1)N1CCN(c2ccccc2O)CC1 (stereo not given)	-2	0.0	-3	3.5	1.0	-1.2	-1	0.8	-8	-0.5	0.6
COC(=O)c1c(C)[nH]c(C(=O)C(C)OC(=O)c2c(C)noc2C)c1C (stereo not given)	-1	-1.1	8	-1.8	0.0	0.2	-3	-1.1	-2	-1.0	0.7
COC(=O)CN1C(=O)COc2ccc(S(=O)(=O)N3CCCC3)cc21	-2	-1.1	-4	-0.2	2.1	-0.5	11	0.1	-9	0.3	-0.1
COc1ccc(CC(=O)Nc2cc3oc4ccccc4c3cc2OC)cc1	0	-0.5	-2	-0.2	1.3	1.0	-17	12*	-1	-1.7	4.7
Cc1ccc(C(=O)N2CC(=O)Nc3ccc(F)cc3C2c2ccccc2)cc1[N+](=O)[O-] (stereo not given)	-1	-0.3	2	-1.8	-0.7	-1.0	2	-0.1	1	-0.1	2.3
O=C(CSc1nnc(Cc2cc(=O)[nH]c(=O)[nH]2)n1-c1ccc(F)cc1)N1CCCCC1	-3	-0.2	-4	-0.5	7.9*	0.1	-10	5.6	0	-1.7	1.9
C[C@H](NC(=O)C1CCN(S(=O)(=O)c2ccccc2)CC1)C(=O)NC1CC1	-4	-1.1	3	-1.5	3.1	0.3	18	-0.1	4	0.7	-0.5
Nc1cc2nc[nH]c2cc1N	2	-0.5	-25	6.1*	0.5	2.6	-4	15*	-94	-17	3.3

A draw from above in order of formula weight, lowest first.
SMILES	SMARCA2 act	ssDAF12 agonist	NR1D1 modulator	hcDAF12 agonist	DAX1 inh-1	DAX1 inh-2	sPLA2-III inh	hgDAF12 agonist	PLC-beta3 inh	PG9 binder	FXN GAA850 act
Nc1cc2nc[nH]c2cc1N	2	-0.5	-25	6.1*	0.5	2.6	-4	15*	-94	-17	3.3
O=C(C1COc2ccccc2O1)N1CCN(c2ccccc2O)CC1 (stereo not given)	-2	0.0	-3	3.5	1.0	-1.2	-1	0.8	-8	-0.5	0.6
CC(C)C[C@H]1CN=C(Nc2ccccc2)N1CCCC1CCCCC1	0	-1.5	5	-0.3	0.7	-0.1	-5	-0.3	3	-1.3	-0.8

Hits appear at their usual frequency; about 7% have a hit in one of these screens.
